IDE cell activ: boosts human insulin-degrading enzyme activity in HEK cells. FAbeta-B cleavage, fluorescence polarization; 0% vehicle, 100% cell-free pure enzyme wells. activation, % at 5.96 µM. 340,000 compounds, 0.073% hits;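 active = activation above the mean of all tested compounds plus 3 SD, set per screening campaign, cut at about 17% in these data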
CHRM4 PAM: positive allosteric modulators of human muscarinic M4 receptor; P08173; CHO-K1 hM4/Gqi5, Fluo-8 calcium fluorescence, ACh EC20; 0% = ACh EC20, 100% = maximal ACh; activation, % at 3 µM; 360,000 compounds, 0.4% hits;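 active = activation above its plate's cutoff, the mean activation of sample wells plus 3 SD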; note: some results filed as inactive read as strong as hits
Target sequence (P08173 whole entry, looked up): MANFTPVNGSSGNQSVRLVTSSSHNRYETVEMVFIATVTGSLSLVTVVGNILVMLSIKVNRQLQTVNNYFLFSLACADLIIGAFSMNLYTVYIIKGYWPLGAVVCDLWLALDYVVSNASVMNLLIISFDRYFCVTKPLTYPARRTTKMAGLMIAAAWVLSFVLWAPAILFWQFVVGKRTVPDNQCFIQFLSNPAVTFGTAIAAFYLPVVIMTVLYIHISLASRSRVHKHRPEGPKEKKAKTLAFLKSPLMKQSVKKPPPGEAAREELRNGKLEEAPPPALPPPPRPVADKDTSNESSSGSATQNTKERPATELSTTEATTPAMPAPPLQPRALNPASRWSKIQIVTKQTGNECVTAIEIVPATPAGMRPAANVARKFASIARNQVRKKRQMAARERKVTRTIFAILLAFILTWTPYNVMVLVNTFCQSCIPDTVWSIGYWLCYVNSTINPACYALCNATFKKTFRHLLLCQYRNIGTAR
IDE cell inh: inhibitors of human insulin-degrading enzyme in cells | P14735 | HEK cells, FAbetaB cleavage, fluorescence polarization | inhibition, % at 5.59 µM | 320,000 compounds, 0.41% hits | AID 434962;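 active = percent inhibition above the average of all tested compounds plus 3 SD, set per screening campaign, cut at about 16% in these data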;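 note: IDE supplied by intact live HEK cells; FP after avidin binding of uncleaved biotin substrate so inhibition keeps polarization high; 0% = DMSO wells and 100% = 60 µM reference IDE inhibitor Ii1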
GalR3 antag: blocks the human galanin receptor 3; 360,000 compounds, 0.44% hits; AID 651719; HEK293 GalR3-CNG cAMP membrane potential fluorescence; galR3 body fused to GalR1 C-terminus; inhibition, % at 3 µM; O60755;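 active = inhibition above the screen-wide average plus 3 SD, cut at about 13% in these data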;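 note: forskolin and galanin both at EC90 stimulate the cells; cAMP rise reported by CNG channel membrane potential dye signal; 0% = forskolin plus galanin with DMSO and 100% = forskolin alone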
Target sequence (O60755 1-299 limits assumed): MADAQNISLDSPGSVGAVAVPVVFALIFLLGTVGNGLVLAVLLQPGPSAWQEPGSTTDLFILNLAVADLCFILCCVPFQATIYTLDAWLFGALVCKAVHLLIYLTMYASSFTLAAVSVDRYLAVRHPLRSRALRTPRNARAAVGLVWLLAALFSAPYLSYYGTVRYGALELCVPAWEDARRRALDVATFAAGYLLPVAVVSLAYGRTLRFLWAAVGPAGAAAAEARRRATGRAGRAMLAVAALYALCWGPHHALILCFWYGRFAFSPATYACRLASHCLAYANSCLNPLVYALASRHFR
CRFBP-R2 agonist: CRF-BP/CRF-R2 complex agonism. HEK293 CRF-R2/CRF-BP, calcium dye fluorescence (FLIPR); percent of saturating CRF peptide response. activation, % at 13.2 µM. 350,000 compounds, 0.46% hits;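 active = activation of at least 50%, plus an integration ratio under a set limit after plate pattern correction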;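 note: plate controls were neutral control wells without compound for no effect and CRF at EC100 for full effect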
PHOSPHO1 inh: blocks human PHOSPHO1 phosphatase activity. recombinant PHOSPHO1, absorbance phosphatase assay. 290,000 compounds, 1.1% hits. inhibition, % at 13.3 µM. Q8TCT1. AID 1565; in the data active = inhibition above about 60%
Target sequence (Q8TCT1 whole entry, looked up): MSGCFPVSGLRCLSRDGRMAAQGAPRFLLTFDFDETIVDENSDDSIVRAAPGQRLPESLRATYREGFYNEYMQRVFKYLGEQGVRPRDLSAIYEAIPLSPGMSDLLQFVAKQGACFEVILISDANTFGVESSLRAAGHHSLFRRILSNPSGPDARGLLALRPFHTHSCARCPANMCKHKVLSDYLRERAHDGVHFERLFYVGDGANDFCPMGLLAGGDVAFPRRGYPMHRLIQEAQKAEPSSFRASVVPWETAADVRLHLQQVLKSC
p-CIP stab down: p/CIP protein destabilization; 290,000 compounds, 0.01% hits; Q05BA5; F442A p/CIP-EGFP cells, EGFP fluorescence, 16 h; decrease of EGFP signal, % at 10 µM;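 active = EGFP signal decrease of at least 30% at 10 µM or well 3 SD below plate mean, unless failing retest; inactive = the rest, including hits failing retest or dose response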; note: some compounds called inactive have numbers as strong as hits; many of its hits are not listed in these tables
CRFBP-R2 block: CRF-BP/CRF-R2 complex antagonism; inhibition, % at 11.8 µM; AID 588475; 350,000 compounds, 0.59% hits; HEK293 CRF-R2/CRF-BP, CRF-induced calcium fluorescence;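 active = inhibition of the ligand-induced calcium signal above about 50% at the single tested concentration, limit read from the data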
MEKK3 PB1 HTS: modulators (inhibitors or enhancers) of MEK5 binding to human MEKK3 PB1 domain | Q99759 | bead-based flow cytometry, Alexa488-MEK5 binding to MEKK3; actives lie on both sides; 0 = blocked by unlabeled MEK5, 100 = vehicle | binding response (% of control), % at 10 µM | 290,000 compounds, 1.4% hits | AID 1529;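 active = binding response more than 3 SD above or below the average of its plate-row segment, actives on both sides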;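 note: Alexa488 bead fluorescence after subtracting the streptavidin-only scavenger bead signal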
An asterisk follows results filed as active; / = no result given.

SMILES	IDE cell activ	CHRM4 PAM	IDE cell inh	GalR3 antag	CRFBP-R2 agonist	PHOSPHO1 inh	p-CIP stab down	CRFBP-R2 block	MEKK3 PB1 HTS
CCSc1nnc(NC(=O)/C=C/c2ccc3c(c2)OCO3)s1	/	/	-2.1	/	/	-6.7	-1.7	/	97.0
O=C(c1cc2ccccc2c(=O)o1)N1CCCC1	/	/	13.3	3.5	/	9.5	7.5	/	104.0
Cc1ccc(C(=O)c2c3ccc([N+](=O)[O-])cc3[n+]([O-])n2CCCC(N)=O)cc1	0.5	2.8	-3.8	-2.8	-1.4	/	/	9.4	/
CCn1c(CCNC(=O)c2cccs2)nnc1SCC(=O)Nc1nc(-c2ccccc2)cs1	-2.3	-13.9	2.0	-6.9	-0.9	-7.3	-7.4	6.6	95.0
O=C1c2ccsc2SCCN1Cc1ccc(Cl)cc1Cl	2.4	-0.2	1.8	-2.2	-1.3	-6.8	-5.3	6.6	101.0
COC(=O)c1ccc(CO/N=C2\CCCc3nonc32)cc1	5.0	4.5	-1.3	-3.5	1.5	20.5	-4.1	-5.5	105.0
COc1ccccc1C(=O)COC(=O)CNS(=O)(=O)c1ccc(C)c(C)c1	8.0	-3.2	5.1	-1.9	0.2	/	/	-0.1	/
O=C1C(=O)N(CCN2CCOCC2)C(c2cccnc2)/C1=C(/O)c1ccc(Cl)cc1 (configuration not stated)	3.6	-2.2	3.7	-3.7	-0.4	32.3	-1.6	0.8	97.0
CCCOc1ccc(NC(=O)C2CC(=O)N(C(C)C)C2)cc1 (configuration not stated)	1.7	-0.4	-0.4	-6.9	-1.2	13.5	-1.5	7.4	92.0
COc1ccc(C2CC(c3cccc([N+](=O)[O-])c3)=NN2/C(C)=C/C(C)=O)cc1 (configuration not stated)	/	0.2	/	-3.9	-0.1	/	/	-27.5	/
CC(=O)N1CCN(c2ccc(NCc3ccc(F)cc3)cc2)CC1	6.2	0.7	-0.4	1.3	5.2	13.0	-4.5	-4.9	90.0
CCC(C)N(C(=O)CN1C(=O)NC2(CCc3ccccc32)C1=O)C1CCS(=O)(=O)C1 (configuration not stated)	4.4	3.7	5.5	6.2	1.4	/	/	6.4	/
COc1ccccc1C(=O)OCC(=O)c1cccc([N+](=O)[O-])c1	2.5	-4.5	-2.8	-2.9	-2.5	-2.4	-12.0	5.5	104.0
CC1(C)Cc2nc(N)c(=O)sc2C1	-0.7	2.1	0.6	-0.5	-0.8	-20.9	-3.1	15.5	104.0
CCc1ccc(NC(=O)CSc2nnnn2C)cc1	-2.7	-1.1	-10.7	-6.8	2.6	22.2	5.8	14.8	101.0
CCCCNC(=S)Nc1ccccc1Cc1ccccc1	2.2	-0.2	8.9	-2.6	-1.5	-25.2	0.4	-4.5	94.0
Cc1cc(S(=O)(=O)NCC(C)C)ccc1OCC(=O)NCc1ccco1	1.9	1.3	-6.7	1.1	-1.9	22.6	-6.2	12.4	103.0
Cn1c(=O)n(CCc2ccccc2)c(=O)c2c1nc1n2CCCN1CCc1ccccc1	1.2	-11.2	-6.3	-2.3	-0.7	-2.4	2.3	8.5	102.0
Cc1ccc(C(=O)CSc2nc(-c3ccccc3)cc(=O)[nH]2)cc1	-5.1	-3.1	2.0	-1.5	0.5	19.9	-11.1	-8.1	96.0
C=CCSc1cc(C)nc2c(-c3ccc(Cl)cc3)c(C)nn12	8.0	5.9	2.6	-4.5	1.0	48.9	-5.1	-2.2	92.0
Cc1nnc(SCC(=O)Nc2ccc(Oc3ccccc3)cc2)n1N	4.1	-0.9	4.3	-3.2	1.6	23.8	-3.6	9.1	105.0
CCN(CC)c1ccc(NC(=O)c2ccccc2)cc1S(=O)(=O)Nc1ccccc1OC	-2.9	0.2	0.9	-6.0	0.1	95.0*	-19.7	1.6	92.0
CCC(c1nnnn1Cc1ccco1)N1CCN(c2cc(Cl)ccc2C)CC1 (configuration not stated)	-1.1	-5.3	-2.9	-6.4	-0.8	11.2	-9.3	20.3	/
COc1cc(C(=O)NCC(=O)N/N=C(/C)c2ccc3c(c2)CCCC3)cc(OC)c1OC	-8.3	-2.0	6.3	-7.5	0.3	47.7	-12.6	-8.1	101.0
O=C(NCCSc1ccccc1)c1cncc(Br)c1	4.2	-5.8	1.0	2.0	-2.4	10.1	-5.6	-13.4	102.0
O=C(CN1C(=O)NC2(CCCCC2)C1=O)Oc1ccc2c(C(F)(F)F)cc(=O)oc2c1	2.5	0.7	4.0	-3.0	16.4	/	/	-2.1	/
CCOC(=O)/C=C1/SCC(=O)N1CC(=O)Nc1ccccc1OC(F)F	-4.5	2.3	/	-5.1	-2.2	/	/	-12.6	/
CCOC(=O)c1ccccc1NC(=O)COC(=O)c1cc([N+](=O)[O-])ccc1N1CCOCC1	3.9	-6.6	3.4	-5.3	0.1	/	/	16.6	/
Fc1ccc(CNn2cnnc2SCc2ccc(F)cc2)cc1	1.2	-16.8	11.6	8.2	0.5	-4.2	-3.2	-16.6	96.0
O=C1CN(c2ccccc2)C(=S)N1C(=O)c1ccccc1	2.6	-2.7	-2.8	-3.2	0.2	/	9.6	3.0	100.0
Cc1ccccc1C(=O)c1cccn1CC(=O)NCC(C)c1ccccc1 (configuration not stated)	-3.2	-3.6	-1.2	-8.3	-0.8	44.5	-26.5	7.2	97.0
Cc1cc(C(=O)CN2C(=O)C(=O)N(Cc3ccccc3)C2=O)c(C)n1-c1ccccc1F	3.2	-5.4	-0.6	-5.2	4.6	-22.6	11.5	20.5	101.0
Cc1cccc(NC(=O)c2cccc(NC(=O)c3ccccc3)c2)n1	1.4	-3.6	-0.7	-5.3	-1.4	34.8	-14.9	9.9	101.0
Cn1cc(C(=O)NCc2ccc(F)cc2)c(=O)c2cc(S(=O)(=O)N3CCCCC3)ccc21	2.1	10.7	-2.2	0.0	10.6	-2.6	1.9	15.6	96.0
COc1cc(NC(=O)CN2CCN(CC(=O)Nc3ccccc3OC)CC2)cc(OC)c1	-0.6	4.4	4.3	1.8	-2.5	23.9	-2.8	5.9	101.0
S=C(NCc1ccco1)NCC(c1ccco1)N1CCCCC1 (configuration not stated)	0.3	-3.2	8.5	-7.3	-0.5	23.5	15.3	5.9	104.0
COC(=O)c1cn(-c2ccc(Cl)cc2)c(=O)c2ccccc12	0.3	-1.8	5.9	-2.3	1.8	2.0	-11.1	14.4	101.0
CS(=O)(=O)Nc1cccc(C(=O)CC2(O)C(=O)Nc3ccccc32)c1 (configuration not stated)	0.5	5.9	-4.8	0.5	-0.2	-8.1	1.7	2.5	97.0
N#C/C(=C\c1ccc(O)c(O)c1)C(=O)N1CCc2ccccc21	-7.2	1.6	4.8	-0.1	5.5	/	/	-41.1	/
COc1ccc(Nc2nccc(N(C)C)c2C#N)cc1	/	-13.8	3.1	4.3	1.4	19.5	-0.2	37.4	95.0
COc1cc(Cl)c(CN2CCCC(CO)(Cc3cccc(Cl)c3)C2)cc1OC (configuration not stated)	9.2	-7.2	0.2	-12.5	2.0	/	5.6	-11.9	105.0
COc1ccc(C2NC(=O)C(C#N)=C(S)N2c2ccc(C)cc2)cc1OC (configuration not stated)	-0.3	9.0	9.4	-3.9	-2.3	57.8	-20.2	4.2	82.0
O=C(O)c1ccc2c(c1)S(=O)(=O)c1ccccc1C2=O	1.8	3.9	/	/	-1.2	-3.4	7.1	15.8	101.0
COc1ccc(-c2csc(=Nc3c(C)n(C)n(-c4ccccc4)c3=O)n2C(C)(C)C)cc1	2.1	-3.7	4.4	-5.9	-1.2	-8.4	2.2	-5.7	103.0
CCOC(=O)c1c(C)n(C)c2ccc(O)c(CN3CCN(C)CC3)c12	0.9	0.4	-0.8	-4.5	1.2	12.7	-3.4	1.3	93.0
CC(C)(C)c1ccc(/C=C/C(=O)Nc2ncccn2)cc1	-3.7	0.7	-2.0	-0.7	-2.0	7.9	-3.9	-28.2	99.0
COc1ccc(NC(=O)C2CCCN2S(=O)(=O)c2ccc(Cl)cc2)cc1 (configuration not stated)	-1.8	5.2	5.8	-4.6	0.5	-1.8	10.9	-5.9	101.0
CN1CCN(c2oc(Cc3cccc4ccccc34)nc2C#N)CC1	4.1	-8.6	-2.5	-4.3	0.1	-11.4	6.6	1.0	101.0
COc1nc(OC)nc(N(C)CCO)n1	5.0	-2.2	4.2	-3.0	-5.2	24.5	15.2	21.9	101.0
C[C@]12C(=O)N(c3cccc(Cl)c3)C(=O)N1[C@H]1c3ccccc3OC[C@@H]1[C@H]2c1ccccc1	0.8	-0.9	-1.2	/	4.0	-7.3	-1.9	-6.1	99.0
CN=Cc1c(NC)nc2c(C)cccn2c1=O	-0.7	17.4	-0.4	-5.8	-1.0	16.0	3.8	1.6	106.0
CCCCCCCC(=O)Nc1cc(C(=O)NCc2ccc(C)cc2)ccc1N1CCC2(CC1)CC(c1ccccc1)=NO2	4.9	1.5	-3.4	-6.0	0.8	25.4	-6.2	-5.7	102.0
COc1ccc(NC(=O)C2CCN(c3cnccn3)CC2)cc1Cl	2.6	1.2	4.4	-7.7	-0.8	26.6	-4.1	9.2	102.0
CC(C)Cn1cnc2c(Sc3c([N+](=O)[O-])ncn3C)nc(N)nc21	1.0	-1.8	/	6.0	-1.4	/	/	12.7	/
C=CCNC(=O)/C(=C/c1ccccc1OCC)NC(=O)c1ccccc1	-1.4	6.2	11.9	0.8	-2.1	3.0	-0.6	6.2	105.0
CCCCCn1c(CNC(=O)COC)nc2ccccc21	3.3	6.6	-6.9	-2.2	-0.8	52.0	3.8	36.8	105.0
COc1ccc(NC(=O)N2CCN(CCC#N)CC2)cc1	2.9	-2.7	-1.5	-2.3	7.1	40.8	-12.4	0.0	100.0
Cc1ccc(S(=O)(=O)N2[C@@H](c3cccc(Cl)c3)C(C(=O)O)=CC[C@H]2c2ccc(C(C)C)cc2)cc1	0.1	0.9	-0.1	-3.7	27.1	/	/	30.2	/
CCCCC(=O)NC(=S)Nc1cccc(NC(=O)CC)c1	-0.4	-3.5	-0.6	-5.6	-1.6	19.4	2.6	-13.9	98.0
COc1ccc(-n2c(C)cc(C(=O)CSc3nnc(-c4ccoc4C)n3C)c2C)cc1	0.2	-9.1	-7.8	-5.3	0.5	27.8	-5.1	3.4	98.0
CCCCn1c(/N=C/c2c[nH]c3ccccc23)nc2ccccc21	3.4	2.9	-2.0	-3.0	-1.0	19.4	-6.9	-8.2	100.0
CC1CCc2c(sc(NC(=O)COC(=O)c3ccc(O)cc3)c2C#N)C1 (configuration not stated)	0.3	-7.4	-4.5	0.6	-0.1	-117.2	-3.6	-5.6	107.0
CCOC(=O)c1ccccc1NC(=O)CN(c1ccccc1OCC)S(C)(=O)=O	-0.8	-2.3	-1.6	-4.4	-2.5	-35.9	1.3	10.4	103.0

As a working copy, 2 of the compounds above.
SMILES	IDE cell activ	CHRM4 PAM	IDE cell inh	GalR3 antag	CRFBP-R2 agonist	PHOSPHO1 inh	p-CIP stab down	CRFBP-R2 block	MEKK3 PB1 HTS
CC(C)(C)c1ccc(/C=C/C(=O)Nc2ncccn2)cc1	-3.7	0.7	-2.0	-0.7	-2.0	7.9	-3.9	-28.2	99.0
COc1ccc(NC(=O)C2CCCN2S(=O)(=O)c2ccc(Cl)cc2)cc1 (configuration not stated)	-1.8	5.2	5.8	-4.6	0.5	-1.8	10.9	-5.9	101.0

Screens (PubChem)

Rows are unselected. About 4.2% of those tested had a hit in this group.
